# PPARg SRC-1 ag – agonists of human PPARgamma SRC-1 coactivator recruitment; P37231; PPARgamma-SRC-1 coactivator recruitment biochemical assay; activation, % at 8 µM; hit rate 0.41% among 200,000; AID 631; in the data active = activation above about 19%;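 note: 0% = DMSO and 100% = reference agonist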
# Target sequence (P37231 whole entry, looked up): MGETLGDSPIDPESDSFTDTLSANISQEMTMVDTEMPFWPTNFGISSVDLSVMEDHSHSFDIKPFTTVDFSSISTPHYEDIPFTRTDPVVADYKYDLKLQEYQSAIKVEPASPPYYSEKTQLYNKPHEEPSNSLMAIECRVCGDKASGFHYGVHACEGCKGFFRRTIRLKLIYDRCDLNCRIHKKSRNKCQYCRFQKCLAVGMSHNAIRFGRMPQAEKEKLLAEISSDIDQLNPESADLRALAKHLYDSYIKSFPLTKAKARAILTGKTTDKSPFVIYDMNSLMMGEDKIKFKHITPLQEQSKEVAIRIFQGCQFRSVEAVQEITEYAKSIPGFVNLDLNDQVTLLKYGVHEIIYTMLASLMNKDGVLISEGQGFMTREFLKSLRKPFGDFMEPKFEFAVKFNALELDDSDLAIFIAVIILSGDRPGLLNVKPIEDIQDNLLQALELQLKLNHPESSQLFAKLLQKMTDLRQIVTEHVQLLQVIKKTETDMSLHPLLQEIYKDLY
# ROMK primary – modulators of human ROMK potassium channel. P48048. Tet-inducible ROMK, thallium flux fluorescence; actives lie on both sides. B-score at 10 µM. hit rate 2% among 130,000. AID 1918;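 active = signal ratio slope over the read window, or its plate-corrected B-score, at least 3 SD from the plate mean, either direction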;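 note: B-score of the F/F0 ratio slope over 7 to 12 s after thallium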
# Target sequence (P48048 whole entry, looked up): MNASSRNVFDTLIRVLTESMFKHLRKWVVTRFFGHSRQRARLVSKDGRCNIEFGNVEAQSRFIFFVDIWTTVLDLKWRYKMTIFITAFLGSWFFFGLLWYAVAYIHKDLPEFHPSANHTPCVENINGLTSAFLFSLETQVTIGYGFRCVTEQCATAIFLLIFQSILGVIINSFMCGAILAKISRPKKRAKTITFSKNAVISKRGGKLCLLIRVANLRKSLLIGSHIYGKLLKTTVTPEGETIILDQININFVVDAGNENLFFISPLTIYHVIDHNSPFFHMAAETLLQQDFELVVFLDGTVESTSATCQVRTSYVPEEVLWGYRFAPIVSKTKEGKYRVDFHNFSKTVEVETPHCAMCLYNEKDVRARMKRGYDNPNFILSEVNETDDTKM
# PPARg SRC-3 ag – promotes SRC-3 coactivator recruitment by human PPARgamma | P37231 | biochemical PPARgamma/SRC-3 coactivator recruitment assay | activation, % at 8 µM | hit rate 0.26% among 200,000; in the data active = activation above about 23%;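 note: 0% = DMSO and 100% = reference agonist; some compounds past the cut are filed as inactive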
# bIAP inhibitor – blocks bovine intestinal alkaline phosphatase activity | purified bovine IAP, CDP-star luminescence, 30 min | inhibition, % at 20 µM | 190,000 tested, under 10 active | AID 1019;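 active = over 50% inhibition of intestinal alkaline phosphatase at 20 µM in the single-dose screen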
#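 test system = bovine IAP enzyme | medium = DEA buffer 100 mM, pH 9.8, with MgCl2 1.0 mM, ZnCl2 0.02 mM | detection = luminescence | dosing = single compound dose of 20 µM, 2% DMSO final | incubation = 30 min reaction at room temperature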
# PPARg SRC-2 ag – promotes SRC-2 coactivator recruitment by human PPARgamma | P37231 | PPARgamma LBD-SRC-2 recruitment, biochemical | activation, % at 8 µM | hit rate 0.34% among 200,000; in the data active = activation above about 22%;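 note: 0% = vehicle and 100% = reference agonist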
# TNAP act hi DEA – increases human TNAP activity under high phosphate acceptor concentration | 200,000 tested, under 10 active | activation factor at 20 µM | purified TNAP, CDP-star luminescence, 1 M DEA, 30 min; active compounds read high; 0 = EDTA background, 1 = DMSO-only activity | AID 1136;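 active = activation factor at least 2 at 20 µM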
#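 Control set: EDTA negative control, DMSO positive control / Assay system: human TNAP / Quantity: TNAP 1/800 final / Evaluation: TNAP activation factor scaled between EDTA and DMSO control wells / Measured by: luminescent substrate turnover signal / Compound dosing: one dose, 20 µM / Times: 30 min enzyme reaction at room temperature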
# STAT3 inh – STAT3 signaling inhibition | U3A cells, IL-6 STAT3-luciferase reporter, luminescence; host cell line lacks STAT1 | hit rate 0.89% among 190,000 | inhibition, % at 5.5 µM;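 active = inhibition above the mean inhibition across all screened compounds plus 3 SD, cut at about 44% in these data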;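 note: 0% = DMSO only wells and 100% = 100 µM nifuroxazide control wells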
# TR-FRET SRC-2 ct – TR-FRET artefact, counter-screen to PPARgamma/SRC-2 agonist assay; active compounds read high; TR-FRET ratio at 8 µM; AID 1049; hit rate 0.4% among 200,000; in the data active = TR-FRET ratio above about 2000; note: inactives centre near 1500
# STAT3 activator – STAT3 signaling activation; hit rate 0.91% among 190,000; U3A cells, IL-6 STAT3-luciferase reporter, luminescence; 100% = signal with IL-6 EC80 alone; activation (% of control), % at 5.6 µM;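 active = activation above the screen-wide mean of compound activation plus 3 SD, cut at about 130% in these data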;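 note: 0% = background luminescence of wells with medium and substrate only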
#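 System – human U3A cells carrying STAT3-luciferase construct · Probe or stimulus – Interleukin-6, 33 ng/mL · Schedule – compound 1 h, then IL-6 6 h at 37 °C · Signal – luminescence from STAT3-driven luciferase reporter · Evaluation – percent of IL-6-only median luminescence · Benchmarks – IL-6-only high control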
# bIAP act – increases bovine intestinal alkaline phosphatase activity | purified bovine IAP, CDP-star luminescence, 30 min; active compounds read high; fold of DMSO-control signal, blank-subtracted | activation factor at 20 µM | hit rate 0.17% among 200,000 | AID 1016;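 active = activation factor of 2 or more at 20 µM, a signal rise over negative controls twice the positive control's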
# STAT1 blocker – STAT1 signaling inhibition | NIH 3T3 STAT1-luciferase reporter, IFN-gamma, luminescence | inhibition, % at 5.5 µM | hit rate 0.35% among 200,000;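 active = inhibition above a set limit, the mean inhibition across all tested compounds plus 3 SD, cut at about 34% in these data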;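 note: 0% = IFN-gamma with DMSO and 100% = IFN-gamma with 300 µM nifuroxazide; values of inactives mirror those of a sister screen read the other way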
# * = called active by the depositor; x = no result given.
SMILES,PPARg SRC-1 ag,ROMK primary,PPARg SRC-3 ag,bIAP inhibitor,PPARg SRC-2 ag,TNAP act hi DEA,STAT3 inh,TR-FRET SRC-2 ct,STAT3 activator,bIAP act,STAT1 blocker
CCn1c(Cc2ccc(OC)cc2)nnc1SCC(=O)Nc1nc2ccccc2s1,7.5,x,-2.6,1.7,12.0,1,-7.2,1730,107.2,1,9.5
Cc1ccccc1Cn1nc(C)c(NC(=O)c2noc3c2CC(C(C)(C)C)CC3)c1C (stereo unspecified),0.7,-0.369,2.1,3.8,8.4,1,14.7,1532,90.4,1,5.6
OCC1CCCN(C2CCN(Cc3nc(Cc4cccc(C(F)(F)F)c4)no3)CC2)C1 (stereo unspecified),-0.2,-0.837,2.3,4.3,4.0,1,-3.3,1423,104.9,1,-6.3
COc1ccc(CCNC(=O)CN2CCCc3ccccc32)cc1OC,11.2,0.0687,2.4,2.1,-4.8,1,-10.4,1466,111.8,1,1.8
CC1CN(C(=O)Cc2ccc(-c3ccccc3)cc2)CC(C)O1 (stereo unspecified),3.4,-2.43,8.5,-10.0,7.6,1.1,3.8,1579,99.2,1.1,4.4
CC(NC(=O)Nc1ccccc1F)C(C)(C)C (stereo unspecified),1.8,-0.0777,4.3,-6.9,5.7,1,13.7,1659,95.7,1.1,4.0
CCNC(=S)NNc1nc(N2CCCCC2)nc(N2CCOCC2)n1,5.9,0.416,7.9,-51.5,0.4,1,2.0,1528,102.5,1.5,3.4
Cn1c(NC(=O)Cc2ccc(F)cc2)cc(=O)n(C)c1=O,7.0,x,12.5,-6.0,3.0,1,14.4,1647,92.2,1.1,-1.2
COc1ccc(-c2cc(C(=O)NCCCn3ccnc3)no2)cc1,-6.0,-0.66,0.8,6.3,-7.3,1,2.3,1513,105.8,0.9,-13.1
CCS(=O)(=O)Nc1cc(C(=O)O)ccc1C,4.7,0.541,5.5,2.1,14.5,1.1,13.9,1809,95.5,1,-3.5
COCCn1c(SCC(=O)N2CCCc3ccccc32)nnc1-c1ccco1,2.0,x,10.7,10.1,5.5,1,-4.2,1423,107.0,0.9,0.5
CCOc1ccc(Cc2onc3c2C(=O)CC(C)(C)C3)cc1OCC,5.2,-0.362,-1.8,0.1,7.6,1,9.2,1651,101.1,1,-2.0

# Overlap with the part before: 4 entries, followed by the next part.
SMILES,PPARg SRC-1 ag,ROMK primary,PPARg SRC-3 ag,bIAP inhibitor,PPARg SRC-2 ag,TNAP act hi DEA,STAT3 inh,TR-FRET SRC-2 ct,STAT3 activator,bIAP act,STAT1 blocker
COc1ccc(-c2cc(C(=O)NCCCn3ccnc3)no2)cc1,-6.0,-0.66,0.8,6.3,-7.3,1,2.3,1513,105.8,0.9,-13.1
CCS(=O)(=O)Nc1cc(C(=O)O)ccc1C,4.7,0.541,5.5,2.1,14.5,1.1,13.9,1809,95.5,1,-3.5
COCCn1c(SCC(=O)N2CCCc3ccccc32)nnc1-c1ccco1,2.0,x,10.7,10.1,5.5,1,-4.2,1423,107.0,0.9,0.5
CCOc1ccc(Cc2onc3c2C(=O)CC(C)(C)C3)cc1OCC,5.2,-0.362,-1.8,0.1,7.6,1,9.2,1651,101.1,1,-2.0
Cc1nc(N2CCC(C)CC2)c2c(C)c(C(=O)Nc3ccc(C)c(F)c3)sc2n1,6.4,1.28,2.9,-2.3,-2.1,1,2.7,1827,99.6,1,8.2
CCOC(=O)c1c(C)[nH]c(C2=NNC(=Nc3ccccc3OC)SC2)c1C,7.0,x,-0.9,13.9,-4.3,1,-3.4,1657,104.7,0.9,-29.2
CO[C@H]1C=CO[C@@]2(C)Oc3c(C)c(O)c4c(O)c(c5c(c4c3C2=O)NC2(CCN(CC(C)C)CC2)N=5)=NC(=O)C(C)=CC=C[C@H](C)[C@H](O)[C@@H](C)[C@@H](O)[C@@H](C)[C@H](OC(C)=O)[C@@H]1C,8.1,x,6.3,19.1,9.7,0.9,x,1515,x,0.8,x
CCCc1cc(=O)[nH]c(SCc2ccc(C#N)cc2)n1,1.1,0.0439,3.0,9.7,-6.3,1,1.4,1413,101.5,0.9,-0.2
CCOC(=O)c1c(C)nc2sc3c(=O)[nH]cnc3c2c1-c1ccc(OC)cc1,-8.5,1.09,0.4,36.6,-5.5,1,-4.4,1468,108.2,0.6,0.1
CCc1c(C)nc(SC)n(CC#N)c1=O,1.2,x,-1.3,9.2,-4.1,1,-19.4,1400,115.7,0.9,2.1
CC(C)(C)NC(=O)C(c1ccc(O)cc1)N(C(=O)CCC(=O)Nc1nccs1)c1ccccc1F (stereo unspecified),1.9,-0.984,0.3,-10.4,6.1,1.1,5.7,1579,97.0,1.1,-0.2
O=S(=O)(c1ccccc1)c1cnc(-c2cccnc2)nc1-c1ccc(Cl)cc1Cl,5.3,x,1.2,6.1,8.9,1.1,1.8,1525,98.9,0.9,6.4
COc1ccc(-c2cc(-n3c(C(F)(F)F)nc4ccccc43)n(CCC#N)n2)cc1,-0.7,x,4.1,-8.4,-2.8,1.1,-8.3,1546,109.1,1.1,-5.2
O=C(Cc1coc2cc3c(cc12)CCC3)OCc1cc(=O)n2c(n1)sc1ccccc12,8.0,-0.0569,-0.8,-6.4,-2.0,1,16.1,1493,87.8,1.1,-10.7
O=C(Nc1ccc(F)cc1F)c1ccccc1-c1ccccc1,8.6,x,5.9,4.8,8.9,1,4.3,1569,93.0,1,5.2
O=C(CCn1c(=O)sc2ccccc21)NCc1cccs1,0.3,x,-12.1,0.8,3.0,1,-2.1,1552,104.5,1,1.2
O=C(Nc1ccc2c(c1)OCO2)c1ccc[n+]([O-])c1,-0.9,x,4.7,-3.3,1.0,1,1.2,1480,101.9,1,-1.0
CC(C)=C1SC(N2CCOCC2)=NC1=O,1.7,0.473,6.3,15.0,4.1,1,0.8,1436,96.8,0.8,3.5
CCOC(=O)C1CCN(CCC(=O)Nc2ccc(Cl)cc2)CC1,0.3,x,-9.9,18.5,4.7,1,-0.5,1452,101.7,0.8,-4.2
COCCN1C(=O)N(c2cccc(C)c2)C(=O)C1CC(=O)Nc1ccc(F)cc1 (stereo unspecified),-0.9,-0.00371,0.4,10.8,5.8,1.1,3.8,1392,99.9,0.9,1.9
Nc1c(C(=O)NCc2ccco2)sc2nc3c(cc12)C(=O)CCC3,2.5,x,9.1,9.3,-3.5,1,-1.3,1644,104.3,0.9,-11.8
CCOC(=O)c1c(NC(=O)Nc2cccc(Cl)c2)sc(C)c1C,-1.5,0.311,-10.8,26.9,1.0,1,15.4,1348,91.3,0.7,1.2
CCCCn1c(CN2CCN(c3ccccc3)CC2)nc2c1c(=O)n(C)c(=O)n2C,-2.4,x,-2.1,-4.8,6.1,1,35.2,1310,74.9,1,9.6
Cc1ccc(N(C(=O)C2CCCO2)C2C=CS(=O)(=O)C2)cc1Cl (stereo unspecified),7.6,0.00165,3.3,20.1,-6.9,1,4.1,1648,100.2,0.8,4.7
CCn1c(SCC(=O)Nc2ccc3c(c2)c2ccccc2n3CC)nnc1-c1cnccn1,-1.3,x,1.9,-30.9,1.9,1.1,-2.8,1649,106.0,1.3,0.4
CCCN1CC23C=CC(O2)C(C(=O)O)C3C1=O (stereo unspecified),-4.0,x,4.7,15.7,5.5,1.1,3.7,1610,101.3,0.8,1.0
Cc1ccc(S(=O)(=O)Nc2ccnc(-c3cccnc3)n2)cc1,1.2,0.312,5.1,8.4,6.8,1.1,9.4,1631,94.1,0.9,0.7
NC(=O)C1CCN(S(=O)(=O)Cc2ccccc2Cl)CC1,5.5,x,0.2,-18.9,10.3,1,9.4,1567,97.9,1.2,-9.1
CCOc1cccc(/C=N/N2C(=O)CSC2=S)c1O,11.5,0.0727,4.8,-12.4,7.1,1,2.5,1686,99.3,1.1,8.8
O=C(Nc1cc(C(F)(F)F)ccc1N1CCOCC1)c1ccc2ccccc2n1,-0.6,-0.837,-6.5,18.6,-2.9,1,-36.7,1336,133.7*,0.8,-0.6
Cc1ccc(N(C(=O)Cn2nnc(-c3cccs3)n2)C(C(=O)NC2CCCC2)c2ccncc2)cc1 (stereo unspecified),-1.3,x,2.9,-9.2,4.8,1.1,1.6,1602,103.5,1.1,7.2
Cc1ccccc1CN(c1ccc(C(=O)NCc2ccccn2)cc1)S(C)(=O)=O,2.7,-0.834,4.2,-4.7,3.1,1.1,4.4,1614,104.5,1,-4.7
CCn1c(SCC(=O)c2ccc(Cl)cc2)nnc1C(C)C,8.4,x,2.9,10.9,10.4,1,3.2,1813,101.5,0.9,-15.3
CCOc1ccccc1C(=O)Nc1ccc2nc(N3CCN(c4ncccn4)CC3)cc(C)c2c1,12.4,0.00673,3.6,x,1.7,x,37.0,1548,70.6,x,-2.9
COc1ccccc1NCC(=O)N/N=C(\C)c1ccc(Br)s1,3.4,-0.0713,8.9,13.1,0.5,1,6.5,1491,95.3,0.9,7.0
COC(=O)CN1C(=O)N/C(=C/c2ccc(C)o2)C1=O,-3.7,-0.48,4.4,-1.2,7.6,1,7.2,1611,104.0,1,-4.2
COc1cccc(C(=O)c2sc(NC(C)C)nc2N)c1,1.6,-1.62,0.8,-5.9,2.0,1,16.9,1617,90.8,1.1,-10.8
O=C(Nc1ccc(F)cc1)c1nn(-c2ccccc2)c(=O)cc1Cl,-1.1,-3.3*,-3.7,-3.7,-10.8,1,-2.5,1546,111.1,1,14.1
Cc1nc2c(ccc3c2ccc2nc(C)sc23)s1,-1.9,-0.247,-10.9,3.3,-5.6,1.1,4.4,1292,101.2,1,-13.3
O=C(OCCN=C1NS(=O)(=O)c2ccccc21)c1cccs1,-0.6,-0.774,0.2,-3.3,-7.5,1,4.3,1289,98.3,1,-2.0
CCn1c(=O)c2c(n3cnnc13)-c1ccccc1CC21CCCCC1,5.2,x,11.4,-0.9,4.0,1,12.3,1510,96.9,1,-1.3
O=C(NCCCN1CCOCC1)c1cc2c(s1)CCC2,1.6,x,1.3,-3.4,-2.9,1,4.8,1407,102.4,1,2.7
Cc1nc2ccc3nc(NC(=O)C4COc5ccccc5O4)sc3c2s1 (stereo unspecified),0.4,x,4.9,-4.3,5.3,1,14.5,1652,88.3,1,3.7
O=C(CSCc1ccc(Br)cc1)Nc1ccc(S(=O)(=O)N2CCOCC2)cc1,-0.2,-0.655,9.7,8.5,2.0,1,6.7,1671,98.5,0.9,0.4
Cc1ccc(/C=C/C(=O)Nc2ccc([N+](=O)[O-])cc2)o1,-1.9,x,-8.2,5.5,5.7,1,35.3,1643,78.7,0.9,-4.7
Cc1cc(C)cc(-n2c(C)cc(/C=N/NC(=O)c3cccc([N+](=O)[O-])c3C)c2C)c1,5.7,2.5,13.5,-8.4,5.6,1.1,13.5,1563,89.0,1.1,2.3

# Assay outcomes (PubChem BioAssay)
